procasp7 counter: activates human procaspase-7, counter-screen for procaspase-3 activators; P55210; recombinant procaspase-7, Ac-DEVD-pNA absorbance 405 nm; D23A/D198A/D206A triple mutant, cannot self-cleave; scale: DMSO 0, 5 µM enzyme 100; activation, % at 8.5 µM; 330,000 tested, 0.093% active;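 active means percent activation above the screen-wide mean plus 3 SD, cut at about 25% in these data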
Target sequence (P55210 whole entry D23A/D198A/D206A): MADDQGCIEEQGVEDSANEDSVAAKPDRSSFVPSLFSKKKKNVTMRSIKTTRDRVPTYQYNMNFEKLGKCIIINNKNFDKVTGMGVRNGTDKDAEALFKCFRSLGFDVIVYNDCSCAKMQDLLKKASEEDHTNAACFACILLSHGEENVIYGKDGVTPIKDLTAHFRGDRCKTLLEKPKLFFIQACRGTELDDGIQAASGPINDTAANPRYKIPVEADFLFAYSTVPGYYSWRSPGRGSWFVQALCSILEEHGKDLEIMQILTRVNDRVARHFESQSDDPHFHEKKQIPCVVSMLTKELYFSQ
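Assay system: Uncleavable procaspase-7 mutant enzyme / Input: 2 µM procaspase-7 mutant as dispensed / Dosing: single nominal 8.5 µM compound dose, 0.8% DMSO final / Timing: 1 h enzyme–compound preincubation and 2 h substrate reaction, both 25 °C / Detection: p-Nitroaniline absorbance at 405 nm, read at 0 and 120 min / Replication: singlicate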
core dimer inh: blocks dimerization of HCV core protein. TR-FRET GST/Flag-core106 dimerization, 1536-well. AID 1899. inhibition, % at 5 µM. 300,000 tested, 0.33% active;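 active means inhibition above the mean of all tested compounds plus 3 SD, set per screening campaign, cut at about 45% in these data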
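test system = GST/Flag-tagged HCV core106 proteins | probe or stimulus = Eu donor and XL665 acceptor anti-tag antibodies | times = compound-protein-antibody incubation 4 h at 22.5 °C | signal = TR-FRET, excitation 340 nm, emission 617 and 671 nm | measure = percent inhibition of core106 dimerization signal | controls = wells lacking GST-core106 and wells with excess unlabelled core106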
AHR activator: activators of human aryl hydrocarbon receptor | activation, % at 5 µM | AHR-responsive luciferase reporter cells, luminescence | AID 2796 | P35869 | 320,000 tested, 2.5% active; in the data active means activation above about 47%;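 further: 0% = vehicle wells and 100% = reference agonist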
proCasp3 act: activators of human procaspase-3. P42574. recombinant procaspase-3 D3A, Ac-DEVD-pNA absorbance 405 nm. activation, % at 8.5 µM. 330,000 tested, 0.11% active;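 active means activation above the mean of all tested compounds plus 3 SD, cut at about 21% in these data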;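 further: 0% = DMSO alone and 100% = DMSO wells spiked with extra 5 µM PC-3 D3A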
Target sequence (P42574 whole entry D9A/D28A/D175A): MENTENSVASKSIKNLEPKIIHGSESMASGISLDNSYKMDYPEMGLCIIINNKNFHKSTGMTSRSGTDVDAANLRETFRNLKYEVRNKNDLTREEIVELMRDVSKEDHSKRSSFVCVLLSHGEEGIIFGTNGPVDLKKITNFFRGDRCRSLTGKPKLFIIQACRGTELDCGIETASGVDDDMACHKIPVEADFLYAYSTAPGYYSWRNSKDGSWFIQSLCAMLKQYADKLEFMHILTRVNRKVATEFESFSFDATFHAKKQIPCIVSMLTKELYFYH
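Assay system – Procaspase-3 D3A mutant, all three cleavage aspartates alanine · Controls – DMSO-only low control, 5 µM PC-3 D3A high control · Schedule – 1 h compound preincubation, 2 h substrate hydrolysis at 25 °C · Signal – 405 nm absorbance of p-nitroaniline, reads at 0 and 120 min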
PAFAH2 inh: inhibitors of human PAFAH2; recombinant PAFAH2, FP-rhodamine activity probe, fluorescence polarization; inhibition, % at 3.39 µM; 340,000 tested, 0.99% active; AID 492956;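 active means inhibition above the mean over all tested compounds plus 3 SD, cut at about 30% in these data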;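 further: inhibitors block probe labeling of enzyme so polarization drops; 0% = enzyme with DMSO and 100% = wells lacking PAFAH2 protein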
PP5 inh: inhibitors of human protein phosphatase 5 (PP5) | P53041 | purified PP5c, OMFP substrate fluorescence | inhibition, % at 6.7 µM | 320,000 tested, 0.18% active | AID 1987;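 active means inhibition above the campaign's mean inhibition across all tested compounds plus 3 SD, cut at about 9.5% in these data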;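 further: 0% = DMSO only and 100% = 100 µM cantharidin control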
Target sequence (P53041 whole entry, looked up): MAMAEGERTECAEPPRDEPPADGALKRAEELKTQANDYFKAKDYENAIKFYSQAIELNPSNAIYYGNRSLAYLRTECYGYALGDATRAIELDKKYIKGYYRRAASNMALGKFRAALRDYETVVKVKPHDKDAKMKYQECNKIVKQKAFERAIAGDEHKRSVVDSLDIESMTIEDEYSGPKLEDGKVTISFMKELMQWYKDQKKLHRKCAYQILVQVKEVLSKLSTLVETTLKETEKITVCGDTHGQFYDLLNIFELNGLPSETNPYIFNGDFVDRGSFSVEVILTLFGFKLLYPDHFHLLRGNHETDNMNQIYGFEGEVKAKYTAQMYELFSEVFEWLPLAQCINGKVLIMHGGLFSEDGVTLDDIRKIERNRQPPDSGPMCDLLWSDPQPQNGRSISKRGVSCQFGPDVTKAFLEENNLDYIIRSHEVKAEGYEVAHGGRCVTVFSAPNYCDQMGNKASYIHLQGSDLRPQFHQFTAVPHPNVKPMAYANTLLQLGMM
Fh CTSL1 inh: counter-screen for PFM18AAP inhibitors: inhibitors of F. hepatica cathepsin L1; recombinant F. hepatica cathepsin L1, Z-Leu-Arg-MCA fluorescence; inhibition, % at 5.96 µM; 300,000 tested, 0.49% active; AID 1906;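 active means inhibition above the mean of all tested compounds plus 3 SD, set per screening campaign, cut at about 17% in these data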;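 further: 0% = plate median of test compound wells and 100% = 1 µM Z-Phe-Ala-diazomethylketone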
PP1 counter: blocks human PP1-alpha phosphatase, a PP5 counter-screen; inhibition, % at 6.7 µM; purified PP1alpha, OMFP fluorescence; AID 2235; 320,000 tested, 0.9% active;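 active means inhibition above the mean inhibition of all tested compounds plus 3 SD, computed separately for each screening campaign, cut at about 15% in these data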
TPT1 inhibitor: blocks Candida albicans tRNA 2'-phosphotransferase | recombinant caTPT1, FP RNA substrate dephosphorylation | inhibition, % at 5 µM | 300,000 tested, 0.81% active;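 active means inhibition above the mean of all tested compounds plus 3 SD, set per screening campaign, cut at about 24% in these data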;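 further: plate controls were DMSO alone for no effect and ferristatin control at 100 nM for full effect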
Active calls of the source: *; x = not tested or not shown.

SMILES | procasp7 counter | core dimer inh | AHR activator | proCasp3 act | PAFAH2 inh | PP5 inh | Fh CTSL1 inh | PP1 counter | TPT1 inhibitor
O=C(Nc1ccc(Cl)c(Cl)c1)OCCNC(=O)c1ccncc1 | 2 | 1 | 17 | 4 | 0 | 3.4 | -2 | -1 | 5
Cc1ccc(-n2c(SCC(N)=O)nnc2-c2cccnc2)c(C)c1 | -4 | -2 | 12 | 0 | -5 | -8.3 | -3 | -3 | 0
COc1ccccc1O | 0 | 10 | -3 | 2 | 4 | 0.6 | 0 | 2 | 2
Cc1cc(C)n2ncc(C(=O)NCc3ccccc3)c2n1 | 8 | -1 | 12 | 2 | -8 | 1.1 | 2 | 4 | -3
CC1CC1C(=O)OCC(=O)NCc1ccccc1 (stereo unspecified) | 10 | x | 0 | 1 | 36* | x | x | x | x
N#CC1=C(SCC(N)=O)NC2=C(C(=O)c3ccccc32)C1c1ccc(Cl)cc1 (stereo unspecified) | 6 | 3 | 1 | -2 | 2 | 0.1 | -4 | 11 | 2
CC(=O)c1ccc(NC(=O)C2=CC(c3ccco3)=NS(=O)(=O)N2C)cc1 | 2 | -6 | -1 | -2 | 4 | -0.9 | 4 | -2 | 1
O=C(NCc1cccnc1)/C(=C/c1ccc(-c2cccc(C(F)(F)F)c2)o1)NC(=O)c1ccccc1 | 11 | -4 | 1 | -3 | -7 | 7.0 | 1 | 7 | 0
CN(Cc1ccc(C(C)(C)C)cc1)C(=O)Cc1ccc(S(=O)(=O)N2CCOCC2)s1 | 0 | x | -1 | 7 | -3 | 2.7 | x | 1 | x
Cc1cccc(OCC(=O)N2CCc3ccccc3C2)c1 | 1 | -6 | 5 | 1 | 10 | 1.9 | -5 | -2 | 0
O=C(N/N=C/c1cccnc1)c1ccc(NC(=O)c2ccccc2Cl)cc1 | 13 | -14 | 5 | 1 | -10 | 2.2 | 2 | 1 | -1
Cc1ccc2[nH]c(C(=O)O)c(NC(=O)CN3CCN(c4cccc(C)c4C)CC3)c2c1 | -4 | 24 | 17 | -13 | 14 | 3.4 | 4 | 9 | 0
CC(C)N1CCc2c(sc(NC(=O)Cc3ccccc3)c2C(N)=O)C1 | 4 | -6 | 1 | 4 | 8 | 1.0 | 4 | -2 | 2
CN(c1ccccc1)S(=O)(=O)c1cccc(NC(=O)CSc2nccc(=O)[nH]2)c1 | 14 | x | -3 | 9 | -9 | x | x | x | x
O=C(Nc1ccc2c(c1)OCO2)c1cncc(Br)c1 | 4 | 0 | 93* | -1 | -2 | 3.2 | -1 | 0 | 5

The list continues:
SMILES | procasp7 counter | core dimer inh | AHR activator | proCasp3 act | PAFAH2 inh | PP5 inh | Fh CTSL1 inh | PP1 counter | TPT1 inhibitor
O=C(NCCC1=CCCCC1)c1ccc([N+](=O)[O-])cc1 | -6 | -7 | 19 | 0 | -14 | 0.3 | -2 | -1 | 2
O=C(Nc1ccc2c(c1)OCCO2)N1CCN(c2ccc(F)cc2)CC1 | 6 | 3 | -3 | 3 | -2 | 0.9 | -3 | -9 | -5
CCOC(=O)Nc1nnc(-c2ccccc2OC)s1 | -11 | 7 | 98* | 3 | 9 | 1.3 | 3 | 5 | 4
COC(=O)[C@H](C)NC(=O)NCc1ccc(S(N)(=O)=O)cc1 | 0 | -2 | -1 | -8 | -7 | -2.5 | -3 | -4 | -1
CNc1ncc(C(=O)c2ccccc2)s1 | 0 | 4 | 6 | -4 | 0 | -3.2 | 2 | 0 | 0
Cc1c(NC(=O)CSc2nnc(-c3cccc(Cl)c3)o2)c(=O)n(-c2ccccc2)n1C | 5 | 4 | 3 | -4 | 1 | -0.8 | -3 | -2 | 6
Cc1cccc(C(=O)NNC(=O)c2cccc([N+](=O)[O-])c2)c1 | 12 | -2 | 2 | 2 | 8 | 1.0 | 0 | -2 | -5
Cn1c(O)c(N=NC(=O)CNC(=O)c2ccco2)c2ccccc21 | -2 | -14 | 7 | 1 | 1 | 3.7 | 9 | -2 | 4
COc1ccc(CCCc2nnc(SCc3nc4ccccc4c(=O)[nH]3)n2C)cc1 | 6 | 3 | 0 | 0 | 21 | -0.8 | -2 | 1 | -7
CCc1ccc(-c2cc(C(=O)NN3CCOCC3)c3ccccc3n2)cc1 | -2 | -1 | 4 | 2 | -3 | -7.8 | 6 | 0 | -3
CCc1ccc(N(CC(=O)O)S(=O)(=O)c2c(C)noc2C)cc1 | 4 | 3 | -1 | -10 | 7 | 1.5 | -6 | -4 | -3
CCOC(=O)N1CCN(C(=O)C2CCN(Cc3ccc(OC)cc3OC)CC2)CC1 | -3 | -6 | 3 | 1 | -4 | -3.1 | 0 | -5 | 1
COc1ccccc1NC(=O)c1ccccc1Nc1ccccc1 | 5 | 3 | 1 | -6 | 4 | -0.3 | 2 | 3 | 1
CCCCc1nc2sc3c(=O)[nH]cnc3c2c2c1CCCC2 | -5 | 8 | 2 | -3 | 8 | 0.8 | -1 | -2 | -3
COc1ccc(/C(O)=C2/C(=O)C(=O)N(Cc3cccnc3)C2c2ccccn2)cc1 (stereo unspecified) | -11 | 2 | -1 | 2 | 12 | 0.4 | 2 | 6 | 1

Arranged by value in proCasp3 act (descending): three of the compounds above
Compound	proCasp3 act
COc1ccc(CCCc2nnc(SCc3nc4ccccc4c(=O)[nH]3)n2C)cc1	0
COc1ccccc1NC(=O)c1ccccc1Nc1ccccc1	-6
Cc1ccc2[nH]c(C(=O)O)c(NC(=O)CN3CCN(c4cccc(C)c4C)CC3)c2c1	-13

Next part:
SMILES | procasp7 counter | core dimer inh | AHR activator | proCasp3 act | PAFAH2 inh | PP5 inh | Fh CTSL1 inh | PP1 counter | TPT1 inhibitor
COC(=O)c1ccc(S(=O)(=O)N2CCCN(Cc3ccccc3)CC2)n1C | 10 | 3 | -3 | 2 | -4 | 1.6 | -1 | -2 | -5
N/C(=N\OC(=O)N1CCOCC1)c1ccc(Br)cc1 | 2 | -6 | 1 | 10 | 2 | 1.0 | -2 | 0 | -3
OCCc1c[nH]c2ccc(C(F)(F)F)cc12 | -9 | -3 | 4 | 3 | 0 | 0.8 | 0 | -1 | -2
COc1cccc(NS(=O)(=O)c2cc3c(cc2C)N(C(C)=O)CCO3)c1 | -3 | 19 | -1 | 4 | 1 | 0.4 | 6 | 0 | -5
CCOC(=O)N1CCC(NC(=O)CN(c2ccc(C(C)C)cc2)S(=O)(=O)c2c(C)nn(C)c2C)CC1 | 6 | 11 | 4 | 4 | 1 | 1.0 | -5 | -4 | -6
CCCC(=O)Nc1ccc(C2C(=O)c3ccccc3C2=O)cc1 | 5 | -63 | 4 | -1 | 2 | 2.1 | 1 | -1 | 1
COc1ccc(S(=O)(=O)N2CCCOC2CNC(=O)C(=O)NCCCN2CCOCC2)cc1 (stereo unspecified) | -3 | 0 | 3 | 1 | -3 | 0.9 | -1 | -2 | -1
COc1cc(NC(=O)Cn2cnc3sc(C)c(S(=O)(=O)N4CCOCC4)c3c2=O)cc(OC)c1OC | -2 | -15 | 3 | -5 | -7 | -0.5 | -2 | 6 | -10
CCOc1ccc(N2C(=O)/C(=C/c3ccccc3)N=C2SC)cc1 | 9 | 4 | -1 | 8 | 8 | 0.6 | 6 | -2 | -2
CC(=O)c1c(C)[nH]c(C(=O)NCc2ccc(C)cc2)c1C | 12 | 3 | 33 | 6 | 3 | -3.1 | 1 | -2 | 3
CCc1c(C(=O)N/N=C/c2ccco2)nnn1-c1nonc1N | 12 | 0 | 2 | 3 | 16 | 1.9 | 0 | 1 | 1
CC(=O)N1c2ccc(S(=O)(=O)N3CCC(C(=O)NC4CCCCC4)CC3)cc2CC1C (stereo unspecified) | -11 | 5 | 0 | 3 | 3 | 0.2 | -2 | -1 | -1
CC(C)CCCNc1nc(N2CCOCC2)nc(N2CCOCC2)n1 | 5 | 5 | 7 | -4 | 0 | 1.2 | 1 | 1 | 0
Oc1[nH]c2ccc(Br)cc2c1N=NC(=S)NCC1CCCO1 (stereo unspecified) | -4 | -2 | 104* | 3 | 4 | -1.0 | 4 | 5 | 2
Cc1ccc(/C(N)=N/OC(=O)c2cc(-c3ccccc3)nc3ccccc23)cc1 | 5 | 2 | 1 | 7 | -2 | -0.9 | -8 | -3 | -1

Next section
SMILES | procasp7 counter | core dimer inh | AHR activator | proCasp3 act | PAFAH2 inh | PP5 inh | Fh CTSL1 inh | PP1 counter | TPT1 inhibitor
CCCC1(c2ccccc2)NC(=O)N(CC(=O)Nc2cc(OC)cc(OC)c2)C1=O (stereo unspecified) | -1 | -4 | 9 | -4 | 2 | 4.2 | -29 | 4 | -3
COc1ccc(Cl)cc1NC(=O)CN(C)C(=O)c1cc(-c2ccncc2)nc2ccccc12 | -8 | -1 | 14 | 14 | 0 | -2.9 | 6 | 3 | 10
O=C(CSC1=NCCS1)NCc1ccco1 | -4 | -4 | 0 | -7 | 12 | 0.4 | -3 | -1 | 1
COc1cc(NC(=O)CN(C)S(=O)(=O)c2ccc3c(c2)CC(C)N3C(C)=O)cc(OC)c1 (stereo unspecified) | -3 | -6 | 3 | 6 | -4 | 1.8 | -2 | -6 | 1
Cc1cc(C)n2nc(SCC(=O)N3CCCCC3C)nc2n1 (stereo unspecified) | -7 | x | 4 | -2 | 2 | x | x | x | x
Cc1ccc(N2C(=O)C(O)(C(F)(F)F)C3=C2CC(C)(C)CC3=O)cc1 (stereo unspecified) | -1 | 4 | -2 | -5 | -1 | 2.5 | 0 | 0 | 0
COc1ccc(-c2nc(CN3CCC(C(=O)N4CCOCC4)CC3)c(C)o2)cc1OC | 13 | 0 | 2 | -2 | -3 | -2.6 | 2 | 1 | 2
CCC(C)(C(=O)NC1CCCC1)N(C(=O)CC1NC(=O)NC1=O)c1ccc(C)cc1 (stereo unspecified) | 2 | -8 | 0 | 13 | -3 | 0.2 | -4 | 2 | -1
Cc1ccc(C)c(C(=O)COC(=O)c2cc([N+](=O)[O-])ccc2NCCO)c1 | -1 | 3 | 1 | -1 | 2 | 5.2 | -2 | -1 | 0
COc1ccc(NC(=O)c2cccc3c(Br)cccc23)cc1 | 3 | 9 | 93* | -3 | -4 | 3.7 | -2 | 3 | 3
c1ccc(Nc2nnc(-c3cccc4ccccc34)o2)cc1 | 9 | 5 | 38 | 10 | x | 1.5 | 2 | -3 | -6
CCCCn1nnnc1SCC(=O)c1cc(Cl)ccc1OC | 4 | 3 | 27 | 2 | -11 | 5.3 | 0 | -4 | 7
CCNC(=O)NC(=O)COC(=O)CCCSc1nc2ccccc2s1 | 3 | 6 | 0 | 7 | -4 | -0.3 | -22 | -2 | -3
Cc1cccc(C)c1NC(=O)C(=O)NCc1ccccn1 | 10 | 0 | -3 | 2 | 1 | 2.1 | -2 | -1 | -11
Cc1nn(-c2ccccc2)c(C)c1/C=N/N1CCN(c2ccccc2)CC1 | 2 | 1 | 18 | -5 | 0 | 0.9 | -1 | -2 | -2
